Neddylation inh: blocks human cullin neddylation. P61081+Q13564. TR-FRET cullin neddylation, biochemical. calls only at 25 µM. 0.58% of 360,000 active; in the data active = inhibition above about 36%
Target sequence (P61081 whole entry, looked up): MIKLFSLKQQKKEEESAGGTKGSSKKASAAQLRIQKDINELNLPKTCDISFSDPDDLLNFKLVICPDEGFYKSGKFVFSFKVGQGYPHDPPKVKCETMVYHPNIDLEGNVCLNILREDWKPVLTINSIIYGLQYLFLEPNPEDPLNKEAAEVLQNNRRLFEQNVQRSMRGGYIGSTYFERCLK
Target sequence (Q13564 whole entry, looked up): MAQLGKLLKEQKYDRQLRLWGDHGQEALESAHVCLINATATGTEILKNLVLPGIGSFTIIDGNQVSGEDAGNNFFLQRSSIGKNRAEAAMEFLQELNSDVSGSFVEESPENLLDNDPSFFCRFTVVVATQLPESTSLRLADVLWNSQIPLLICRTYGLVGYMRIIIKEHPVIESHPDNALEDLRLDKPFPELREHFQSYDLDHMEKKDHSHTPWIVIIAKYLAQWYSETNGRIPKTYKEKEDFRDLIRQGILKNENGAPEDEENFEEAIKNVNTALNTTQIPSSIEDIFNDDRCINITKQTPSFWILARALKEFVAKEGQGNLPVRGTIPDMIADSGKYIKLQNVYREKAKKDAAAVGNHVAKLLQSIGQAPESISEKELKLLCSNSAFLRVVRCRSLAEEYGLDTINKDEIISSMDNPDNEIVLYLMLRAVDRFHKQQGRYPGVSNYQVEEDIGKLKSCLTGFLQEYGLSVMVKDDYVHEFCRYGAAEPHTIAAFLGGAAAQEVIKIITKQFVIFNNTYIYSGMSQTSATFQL
Rin1 Abl inh: blocks binding of human Rin1 to Abl. TR-FRET Rin1/Abl binding, biochemical. P00519+Q13671. 0.4% of 360,000 active. AID 588664. inhibition, % at 7.35 µM; in the data active = inhibition above about 5%, passing the limit was not always enough
PABP1 MLLE inh: blocks PAM2 peptide binding to the PABP1 MLLE domain | P11940 | GST-MLLE / FITC-PAM2 fluorescence polarization | inhibition, % at 20 µM | 0.36% of 360,000 active | AID 588489; in the data active = inhibition above about 35%, passing the limit was not always enough;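 note: plate controls were DMSO wells with GST-MLLE for no effect and wells lacking GST-MLLE protein for full effect; some results filed as inactive read as strong as hits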
SKN-1 inh: C. elegans SKN-1 inhibition; AID 624304; 0.49% of 360,000 active; inhibition, % at 21.8 µM; C. elegans VP596 Pgst-4::GFP/RFP ratio, acrylamide-induced, 24 h;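 active = interference check ratio from 0.5 to 1.5 plus GFP to RFP signal ratio inhibition reaching or exceeding a fixed threshold, cut at about 30% in these data, passing the limit was not always enough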; note: some compounds called inactive have numbers as strong as hits
FAS TE block: blocks the thioesterase domain of human fatty acid synthase | recombinant FAS-TE, OMFH fluorogenic substrate, fluorescence endpoint | inhibition, % at 15 µM | 0.67% of 360,000 active | AID 602261;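 active = compounds whose normalised, plate-corrected inhibition of enzyme fluorescence in the single-dose primary screen is 50% or more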;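 note: 0% = DMSO with enzyme and 100% = substrate without enzyme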
Rpn11 inh: inhibitors of human proteasome Rpn11; O00487; calls only at 20 µM; human 26S proteasome, Ub4-pepOG fluorescence polarization; 20S core pre-blocked with epoxomicin; 0.59% of 360,000 active;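 active = inhibition at 20 µM, scaled to each plate's controls, above about 33%, limit read from the data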
Target sequence (O00487 whole entry, looked up): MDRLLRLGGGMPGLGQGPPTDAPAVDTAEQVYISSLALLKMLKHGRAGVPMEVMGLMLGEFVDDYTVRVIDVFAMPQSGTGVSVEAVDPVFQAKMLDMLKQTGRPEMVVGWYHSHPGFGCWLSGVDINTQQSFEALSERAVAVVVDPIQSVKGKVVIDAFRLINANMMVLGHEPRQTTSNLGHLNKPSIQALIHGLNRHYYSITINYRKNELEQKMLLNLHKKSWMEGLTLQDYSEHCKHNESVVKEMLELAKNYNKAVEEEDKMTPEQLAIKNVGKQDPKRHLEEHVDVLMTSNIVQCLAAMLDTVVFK
NadD block: NadD (S. aureus) enzyme inhibition | purified NadD enzyme, colorimetric absorbance read-out | inhibition, % at 20 µM | 0.78% of 360,000 active | AID 602399; in the data active = inhibition above about 26%; note: some compounds past the cut are filed as inactive
MT1-MMP act inh: blocks activation of human MT1-MMP | P50281 | HT1080 RFP-PRO-GFP cells, GFP/RFP ratio fluorescence, overnight; percent of plate control window, DMSO zero | GFP/RFP ratio change, % at 20 µM | 0.061% of 360,000 active | AID 651647;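 active = GFP/RFP ratio change of at least 30% with cell ATP level not reduced by more than half and red fluorescence within 50% of control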; note: strong numbers were not always called active
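Material – HT1080 RFP-PRO-GFP cells · Control set – DMSO wells and RFP-L50D-GFP cells · Incubation – overnight cell settling, then overnight compound exposure, 37 °C, 5% CO2 · Compound dosing – single-point 20 µM compound, 1% DMSO · Read-out – GFP/RFP fluorescence ratio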
CSN deneddyl inh: blocks human CSN-mediated cullin deneddylation; Q92905; Purified CSN, SCF-Nedd8-OG deneddylation, fluorescence polarization; inhibition, % at 12.5 µM; 0.38% of 360,000 active; AID 651999;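 active = pattern-corrected inhibition above about 35%, with an unprinted fluorescence ratio check between 0.5 and 1.5, limit read from the data, passing the limit was not always enough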;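 note: 0% = enzyme with substrate and 100% = substrate without enzyme; some results filed as inactive read as strong as hits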
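Material: human Csn5 produced in HEK293T cells; Input: enzyme 0.24 nM; Reagent: SCFSkp2-Nedd8OG substrate at 10 nM final; Dosing: 12.5 µM compound; Incubation: 90 min reaction at room temperature; Detection: fluorescence polarization of the substrate; Evaluation: % inhibition of substrate cleavage by Csn5; Control set: substrate-only high control, full reaction low control.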
* hit, by the source's call.

CC(C)C(NC(=O)c1ccc(C(C)(C)C)cc1)C(=O)NCCc1ccccn1 (stereo not given) was read as Neddylation inh inactive, Rin1 Abl inh 1, PABP1 MLLE inh -5, SKN-1 inh 12, FAS TE block 0, Rpn11 inh inactive, NadD block 0, MT1-MMP act inh -4 and CSN deneddyl inh 3.
`CN1CCN(c2ccccc2NC(=O)c2cccc(OCc3ccccc3)c2)CC1` gave Neddylation inh inactive, Rin1 Abl inh 3, PABP1 MLLE inh -6, SKN-1 inh 4, FAS TE block 18, Rpn11 inh inactive, NadD block -7, MT1-MMP act inh -13 and CSN deneddyl inh -5.
For COC(=O)CCC(=O)NNC(=O)c1cccc(Cl)c1 the results were Neddylation inh inactive, Rin1 Abl inh 0, PABP1 MLLE inh 3, SKN-1 inh -13, FAS TE block -6, Rpn11 inh inactive, NadD block -4, MT1-MMP act inh -3 and CSN deneddyl inh -1.
Screening O=C(C1Cc2ccccc2CN1S(=O)(=O)c1ccc(F)cc1)N1CCCCC1 (stereo not given) returned Neddylation inh inactive, Rin1 Abl inh -3, PABP1 MLLE inh -2, SKN-1 inh -15, FAS TE block -5, Rpn11 inh inactive, NadD block -5, MT1-MMP act inh -1 and CSN deneddyl inh 2.
`CN1C(=O)CCC(CCC(=O)O)(c2ccccc2O)C1=O` (stereo not given) gave Neddylation inh inactive, Rin1 Abl inh 2, PABP1 MLLE inh -14, SKN-1 inh 12, FAS TE block -5, Rpn11 inh inactive, NadD block 2, MT1-MMP act inh -3 and CSN deneddyl inh 5.
CCCN1CCN(CCCNC(=O)CCCn2nc(C)c3sc4ccccc4c3c2=O)CC1 was read as Neddylation inh inactive, Rin1 Abl inh 0, PABP1 MLLE inh -4, SKN-1 inh 7, FAS TE block -6, Rpn11 inh inactive, NadD block -5, MT1-MMP act inh 0 and CSN deneddyl inh 0.
For Cc1cc2nc(Sc3c([N+](=O)[O-])nc(C)n3Cc3ccccc3)[nH]c2cc1C the results were Neddylation inh inactive, Rin1 Abl inh 0, PABP1 MLLE inh -66, SKN-1 inh 14, FAS TE block 4, Rpn11 inh inactive, NadD block 6, MT1-MMP act inh -6 and CSN deneddyl inh -2.
`CC(C)CC(=O)Nc1nc2ccc(S(C)(=O)=O)cc2s1` gave Neddylation inh inactive, Rin1 Abl inh 4, PABP1 MLLE inh 1, SKN-1 inh 9, FAS TE block -10, Rpn11 inh inactive, NadD block 1, MT1-MMP act inh -5 and CSN deneddyl inh -3.
For O=C(CCNS(=O)(=O)c1ccccc1)N1CCCCCC1 the results were Neddylation inh inactive, Rin1 Abl inh 1, PABP1 MLLE inh 1, SKN-1 inh -23, FAS TE block -5, Rpn11 inh inactive, NadD block -2, MT1-MMP act inh 0 and CSN deneddyl inh 2.
For Cc1ccc(NC(=O)C(C)SCc2ccccc2)cc1 (stereo not given) the results were Neddylation inh inactive, Rin1 Abl inh 0, PABP1 MLLE inh -9, SKN-1 inh -4, FAS TE block 5, Rpn11 inh inactive, NadD block -2, MT1-MMP act inh 8 and CSN deneddyl inh 5.
C/C(=N/Nc1nc(-c2ccc(Cl)cc2)cs1)c1cccs1 was read as Neddylation inh inactive, Rin1 Abl inh -3, PABP1 MLLE inh -14, SKN-1 inh 22, FAS TE block 4, Rpn11 inh inactive, NadD block 9, MT1-MMP act inh -2 and CSN deneddyl inh 5.
`CCn1nc(C(=O)NNS(=O)(=O)c2ccc(C)cc2)c2ccccc2c1=O` gave Neddylation inh inactive, Rin1 Abl inh 3, PABP1 MLLE inh -9, SKN-1 inh -11, FAS TE block -3, Rpn11 inh inactive, NadD block 2, MT1-MMP act inh 4 and CSN deneddyl inh -1.
Screening O=C(COc1ccc(Cl)cc1)OCC(=O)c1ccc[nH]1 returned Neddylation inh inactive, Rin1 Abl inh 2, PABP1 MLLE inh 9, SKN-1 inh -12, FAS TE block -1, Rpn11 inh inactive, NadD block -1, MT1-MMP act inh 0 and CSN deneddyl inh 0.
CCOC(=O)/C(=C/c1ccccc1)NC(=O)c1ccco1 was read as Neddylation inh inactive, Rin1 Abl inh -2, PABP1 MLLE inh 0, SKN-1 inh 5, FAS TE block -8, Rpn11 inh inactive, NadD block -8, MT1-MMP act inh -1 and CSN deneddyl inh -7.
For COc1ccc(C(=O)COC(=O)Cn2cnc3ccccc3c2=O)c(OC)c1 the results were Neddylation inh inactive, Rin1 Abl inh 2, PABP1 MLLE inh -3, SKN-1 inh 2, FAS TE block -2, Rpn11 inh inactive, NadD block -3, MT1-MMP act inh 2 and CSN deneddyl inh -1.
For C=CCn1c(SCC(=O)Nc2cccc(S(N)(=O)=O)c2)nnc1C1CCCCC1 the results were Neddylation inh inactive, Rin1 Abl inh 0, PABP1 MLLE inh -10, SKN-1 inh 9, FAS TE block -6, Rpn11 inh inactive, NadD block 0, MT1-MMP act inh 2 and CSN deneddyl inh 0.
`CC1(C)Cc2cccc(OCC(=O)NCCOc3ccccc3)c2O1` gave Neddylation inh inactive, Rin1 Abl inh -2, PABP1 MLLE inh -6, SKN-1 inh -4, FAS TE block 2, Rpn11 inh inactive, NadD block -5, MT1-MMP act inh 1 and CSN deneddyl inh 0.
Screening Cc1ccccc1C(N)=O returned Neddylation inh inactive, Rin1 Abl inh -1, PABP1 MLLE inh -1, SKN-1 inh 0, FAS TE block -2, Rpn11 inh inactive, NadD block -4, MT1-MMP act inh -5 and CSN deneddyl inh -4.
Cc1cc(C)c(NC(=O)Cn2nnc(C(=O)NCCc3ccccc3)c2N)c(C)c1 was read as Neddylation inh inactive, Rin1 Abl inh 1, PABP1 MLLE inh 5, SKN-1 inh 8, FAS TE block -2, Rpn11 inh inactive, NadD block 0, MT1-MMP act inh 1 and CSN deneddyl inh 8.
Screening Cc1ccc(CCC2C3=C(CCCC3=O)OC3=C2C(=O)CCC3)cc1 returned Neddylation inh inactive, Rin1 Abl inh 3, PABP1 MLLE inh 7, SKN-1 inh 19, FAS TE block 9, Rpn11 inh inactive, NadD block 1, MT1-MMP act inh -7 and CSN deneddyl inh 1.

The list goes on (two carried over from the part before).
Cc1cc(C)c(NC(=O)Cn2nnc(C(=O)NCCc3ccccc3)c2N)c(C)c1 was read as Neddylation inh inactive, Rin1 Abl inh 1, PABP1 MLLE inh 5, SKN-1 inh 8, FAS TE block -2, Rpn11 inh inactive, NadD block 0, MT1-MMP act inh 1 and CSN deneddyl inh 8.
Screening Cc1ccc(CCC2C3=C(CCCC3=O)OC3=C2C(=O)CCC3)cc1 returned Neddylation inh inactive, Rin1 Abl inh 3, PABP1 MLLE inh 7, SKN-1 inh 19, FAS TE block 9, Rpn11 inh inactive, NadD block 1, MT1-MMP act inh -7 and CSN deneddyl inh 1.
For COc1ccc(O/C(=N\S(=O)(=O)c2ccccc2)c2ccccc2)cc1 the results were Neddylation inh inactive, Rin1 Abl inh -1, PABP1 MLLE inh 1, SKN-1 inh -4, FAS TE block -6, Rpn11 inh inactive, NadD block -2, MT1-MMP act inh 2 and CSN deneddyl inh -1.
`O=C1c2ccccc2C(=O)c2c(NCc3cccnc3)cccc21` gave Neddylation inh inactive, Rin1 Abl inh -6, PABP1 MLLE inh -24, SKN-1 inh 43*, FAS TE block 3, Rpn11 inh inactive, NadD block 2, MT1-MMP act inh 28 and CSN deneddyl inh 2.
For CC(C)CN(C(=O)CCNC(=O)c1ccc(Cl)cc1)c1c(N)n(CC(C)C)c(=O)[nH]c1=O the results were Neddylation inh inactive, Rin1 Abl inh 1, PABP1 MLLE inh -22, SKN-1 inh -4, FAS TE block 1, Rpn11 inh inactive, NadD block 7, MT1-MMP act inh 7 and CSN deneddyl inh -2.
Screening Cn1cc(/C=C2\SC(=O)N(c3ccc(O)cc3)C2=O)c2ccccc21 returned Neddylation inh inactive, Rin1 Abl inh -2, PABP1 MLLE inh -15, SKN-1 inh 11, FAS TE block 4, Rpn11 inh inactive, NadD block 12, MT1-MMP act inh 1 and CSN deneddyl inh 1.
COc1ccc(NC(=O)Nc2ccc3c(c2)N(C)C(=O)CS3)cc1Cl was read as Neddylation inh inactive, Rin1 Abl inh 0, PABP1 MLLE inh 6, SKN-1 inh 27, FAS TE block 10, Rpn11 inh inactive, NadD block 4, MT1-MMP act inh 6 and CSN deneddyl inh 6.
For Cn1c(SCC(=O)NC2CCCC2)nnc1-c1ccccn1 the results were Neddylation inh inactive, Rin1 Abl inh 1, PABP1 MLLE inh 2, SKN-1 inh -14, FAS TE block -4, Rpn11 inh inactive, NadD block 1, MT1-MMP act inh 2 and CSN deneddyl inh 1.
Screening COc1ccc(OCCC(=O)OCC(=O)Nc2cccc(S(=O)(=O)N3CCCCC3)c2)cc1 returned Neddylation inh inactive, Rin1 Abl inh 0, PABP1 MLLE inh 6, SKN-1 inh 0, FAS TE block 8, Rpn11 inh inactive, NadD block -2, MT1-MMP act inh 0 and CSN deneddyl inh -1.
CC1(C)CC2CC(C)(CN2C(=O)c2cc(-c3ccc(F)cc3)on2)C1 (stereo not given) was read as Neddylation inh inactive, Rin1 Abl inh 2, PABP1 MLLE inh 5, SKN-1 inh -7, FAS TE block 22, Rpn11 inh inactive, NadD block -2, MT1-MMP act inh -5 and CSN deneddyl inh 2.
For N#CC1(NC(=O)CSc2n[nH]c(-c3ccccc3)n2)CCCCC1 the results were Neddylation inh inactive, Rin1 Abl inh 1, PABP1 MLLE inh -4, SKN-1 inh -14, FAS TE block -10, Rpn11 inh inactive, NadD block -5, MT1-MMP act inh -3 and CSN deneddyl inh 0.
`CC(C)C[C@@H](CN(C)N=O)N(C[C@H](Cc1ccccc1)N(CCc1ccccc1)N=O)N=O` gave Neddylation inh inactive, Rin1 Abl inh -1, PABP1 MLLE inh -8, SKN-1 inh 6, FAS TE block 25, Rpn11 inh inactive, NadD block -13, MT1-MMP act inh -7 and CSN deneddyl inh -1.
Cc1nc2ccc(NC(=O)c3ccc(F)c(S(=O)(=O)N4CCOCC4)c3)cc2s1 was read as Neddylation inh inactive, Rin1 Abl inh 1, PABP1 MLLE inh -7, SKN-1 inh -4, FAS TE block -3, Rpn11 inh inactive, NadD block -3, MT1-MMP act inh 1 and CSN deneddyl inh 4.
Screening CC1(C(=O)NCc2cccc3ccccc23)CCN1Cc1cc2ccccc2o1 (stereo not given) returned Neddylation inh inactive, Rin1 Abl inh -1, PABP1 MLLE inh -8, SKN-1 inh 2, FAS TE block 28, Rpn11 inh inactive, NadD block 2, MT1-MMP act inh -5 and CSN deneddyl inh 0.
`C/C(=N\NC(=O)COc1cc(C)cc(C)c1)c1cccc(NC(=O)C2CCC2)c1` gave Neddylation inh inactive, Rin1 Abl inh 1, PABP1 MLLE inh -14, SKN-1 inh 28, FAS TE block 6, Rpn11 inh inactive, NadD block 3, MT1-MMP act inh 2 and CSN deneddyl inh -7.
`CCOc1ccccc1N1Cc2cc(C)c(C)cc2C1` gave Neddylation inh inactive, Rin1 Abl inh 1, PABP1 MLLE inh -21, SKN-1 inh 19, FAS TE block -2, Rpn11 inh inactive, NadD block 4, MT1-MMP act inh -5 and CSN deneddyl inh 4.
COc1cccc(C(=O)OCC(=O)Nc2cc(C)on2)c1OC was read as Neddylation inh inactive, Rin1 Abl inh 0, PABP1 MLLE inh -38, SKN-1 inh -2, FAS TE block -5, Rpn11 inh inactive, NadD block 3, MT1-MMP act inh -1 and CSN deneddyl inh 2.
For Cn1cccc1CNC1CCCC1 the results were Neddylation inh inactive, Rin1 Abl inh 5, PABP1 MLLE inh 5, SKN-1 inh 0, FAS TE block -7, Rpn11 inh inactive, NadD block -2, MT1-MMP act inh 0 and CSN deneddyl inh 4.

Assay outcomes as filed in PubChem.
